Screening results deposited in PubChem BioAssay by National Center for Advancing Translational Sciences (NCATS).
TRHR agonist = qHTS for Small Molecule Agonists and Allosteric Enhancers of Human TRH Receptor: Primary Screen for Agonists; actives 0.18% (n = 360,000); TRHR cells, calcium flux fluo-8, FDSS agonist mode; activation, % at 2 µM; AID 493084, 2011; in the data active = activation above about 30%; also: 0% is about no effect
Target sequence (P34981 whole entry, looked up): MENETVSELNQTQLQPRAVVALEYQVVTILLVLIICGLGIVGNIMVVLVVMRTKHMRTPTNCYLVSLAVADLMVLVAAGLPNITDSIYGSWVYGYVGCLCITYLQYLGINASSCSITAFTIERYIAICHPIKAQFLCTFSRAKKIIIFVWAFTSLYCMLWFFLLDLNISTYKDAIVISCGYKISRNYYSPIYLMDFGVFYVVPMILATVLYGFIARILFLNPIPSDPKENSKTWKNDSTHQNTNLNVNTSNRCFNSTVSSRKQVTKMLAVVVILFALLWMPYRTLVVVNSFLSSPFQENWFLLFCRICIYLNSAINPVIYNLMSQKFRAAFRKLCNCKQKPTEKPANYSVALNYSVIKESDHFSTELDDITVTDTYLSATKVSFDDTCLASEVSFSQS
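Fluo-8-loaded TRHR cells; 10 s baseline, compound added, kinetic Ca2+ fluorescence read 1/s, agonist mode.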
D1 ag = Allosteric Agonists of the Human D1 Dopamine Receptor: qHTS | actives 1% (n = 360,000) | D(1A) dopamine receptor (Homo sapiens), P21728 | AID 504660, 2011 | activation, % at 2 µM | HEK293 T-REx D1 cells, calcium flux, agonist mode; in the data active = activation above about 30%; also: 0% is about no effect
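Agonism was scored from calcium flux recorded over 180 s (1 read/s) after pintool compound addition, following a 10-cycle baseline. Cells were inducible force-coupled HEK293 TREx D1, plated overnight at 30 C and loaded with no-wash calcium dye.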
RXFP1 antag = qHTS Assay for Antagonists of the Relaxin Receptor RXFP1. actives 0.59% (n = 350,000). AID 1259400, 2018. activity change, negative = inhibition, % at 57.5 µM. Relaxin receptor 1 (Homo sapiens), Q9HBX9. HEK293-RXFP1, relaxin-stimulated cAMP HTRF, 30 min; stronger effect = lower value;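 active = activity change of -60% or lower, but not beyond a set lower limit; inconclusive = change between -60% and -40%, or beyond the set limit; inactive = change above -40%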; also: % is scaled to controls: 0 for no effect and ±100 for the full control effect
TRHR enhancer = qHTS for Small Molecule Agonists and Allosteric Enhancers of Human TRH Receptor: Primary Screen for Enhancers. enhancement, % at 2 µM. TRHR cells, fluo-8 calcium fluorescence, EC20 TRH enhancement. Thyrotropin-releasing hormone receptor (Homo sapiens), P34981. actives 0.66% (n = 360,000); in the data active = enhancement above about 30%; also: 0% is about no effect
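TRHR-expressing cells loaded with fluo-8 calcium dye were read kinetically (ex 480/em 530) during compound addition, then stimulated with an EC20 of TRH (10 nM final). Enhancement of the Gq-mediated intracellular calcium response was scored.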
D1 antagonist = Antagonist of Human D 1 Dopamine Receptor: qHTS; activity change, negative = inhibition, % at 10 µM; HEK293 TREx D1 cells, calcium flux, dopamine EC80; stronger effect = lower value; actives 3.2% (n = 360,000); D(1A) dopamine receptor (Homo sapiens), P21728; in the data active = activity change below about -30%; also: % is scaled to controls: 0 for no effect and ±100 for the full control effect
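Using tetracycline-induced force-coupled D1 Hek293 cells and a calcium dye, signals were followed for 180 s after compound, then for 180 s after EC80 dopamine, to detect inhibitors.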
D1 potentiator = Potentiators of Human D1 Dopamine Receptor: qHTS; potentiation, % at 10 µM; actives 0.036% (n = 360,000); HEK293 TREx D1 cells, calcium flux, dopamine EC20 potentiation; D(1A) dopamine receptor (Homo sapiens), P21728; in the data active = potentiation above about 30%; also: 0% is about no effect
Anesthetic bind = qHTS Assay for Identification of Novel General Anesthetics; AID 485281, 2010; Potency, µM (highest dose often 77.5 µM), without a hit: at the top dose activity change, negative = displacement, actives largely listed as inhibitors; actives 0.074% (n = 350,000); apoferritin/1-aminoanthracene competitive binding, fluorescence; Ferritin light chain (Equus caballus), P02791; also: potency is read from the fitted curve at half-maximal effect; % is scaled to controls: 0 for no effect and ±100 for the full control effect; nearly all actives have a fitted effect of over 20% in size
Target sequence (P02791 2-175 limits assumed): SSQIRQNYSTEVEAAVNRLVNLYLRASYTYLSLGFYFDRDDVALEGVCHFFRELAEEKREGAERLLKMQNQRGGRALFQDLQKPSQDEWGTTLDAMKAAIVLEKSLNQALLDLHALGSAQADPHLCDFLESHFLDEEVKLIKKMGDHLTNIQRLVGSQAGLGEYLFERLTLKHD
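10 uM apoferritin + 50% sat. 1-AMA, PBS; cpd 10 min RT; Ex380/Em535 endpoint; normalized to free probe vs complex; 4-param Hill fit; propofol titration as pos. ctrl.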
D2 PAM = HTS Assay for Positive Allosteric Modulators of the Human D2 Dopamine Receptor: Primary Screen for Potentiators; AID 485347, 2010; D(2) dopamine receptor (Homo sapiens), P14416; actives 0.34% (n = 340,000); HEK293 T-REx D2, calcium flux, EC20 dopamine potentiation; potentiation, % at 10 µM;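 active = potentiation over 3 SD above the plate norm, cut at about 30% in these data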; also: 0% is about no effect
Target sequence (P14416 whole entry, looked up): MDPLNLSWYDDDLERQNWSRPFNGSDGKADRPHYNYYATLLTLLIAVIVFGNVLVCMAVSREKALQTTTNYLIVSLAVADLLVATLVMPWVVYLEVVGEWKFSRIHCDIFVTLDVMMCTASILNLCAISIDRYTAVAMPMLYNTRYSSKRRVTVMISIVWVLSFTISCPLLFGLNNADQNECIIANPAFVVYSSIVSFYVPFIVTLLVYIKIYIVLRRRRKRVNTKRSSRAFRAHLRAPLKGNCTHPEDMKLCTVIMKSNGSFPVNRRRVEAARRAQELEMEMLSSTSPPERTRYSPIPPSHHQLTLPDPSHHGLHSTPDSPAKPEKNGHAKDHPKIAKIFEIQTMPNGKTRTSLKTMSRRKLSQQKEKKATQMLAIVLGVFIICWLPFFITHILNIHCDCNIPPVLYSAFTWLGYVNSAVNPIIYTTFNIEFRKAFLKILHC
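Calcium flux readout, no-wash dye, 1 read/s. Inducible HEK293 Trex D2 line, overnight 30 C. Compound alone 180 s (agonist flags), then EC20 dopamine, another 180 s to score potentiation.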
RXFP1 ag = qHTS Assay for Agonists of the Relaxin Receptor RXFP1 | Potency, µM (doses to about 57.5 µM), without a hit: at the highest dose activation, usual class: activators | AID 2676, 2010 | Relaxin receptor 1 (Homo sapiens), Q9HBX9 | HEK293T-RXFP1 cAMP TR-FRET, 30 min; response scale: percent of porcine relaxin response, buffer zero | actives 0.3% (n = 370,000); also: potency is read from the fitted curve at half-maximal effect; % is scaled to controls: 0 for no effect and ±100 for the full control effect; nearly all actives have a fitted effect of over 60% in size; many of its hits are not listed in these tables
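cAMP rise read by TR-FRET after 30 min, 37C compound exposure (up to 58 uM) in RXFP1-transfected HEK293 cells with Ro 20174 present. EC50 from Hill-equation fits, with 29 nM porcine relaxin as 100% and buffer as basal.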
* = called active by the depositor; ? = inconclusive; · = not tested or not shown; & = joins results of further samples; [ ] = remark or other dose. Unless noted, calls follow the shape of the dose curve; as a rule, active = well fitted curve in the direction sought with a large enough effect; inconclusive = small, poorly fitted or top-dose-only effect, or another doubt; inactive = no such curve, though single readings can be large; an effect the other way counts as inactive or inconclusive.

Sample of the layout (7 entries):
mol	D2 PAM	Anesthetic bind	D1 antagonist	D1 potentiator	RXFP1 ag	TRHR agonist	D1 ag	TRHR enhancer	RXFP1 antag
O=C(CN1CCN(S(=O)(=O)/C=C/c2ccccc2)CC1)Nc1ccc(N2CCOCC2)cc1	16	-20%	8	-6	0.3%	0.1	-1	-11	-2
CCC1CN(C(=O)N2CCC(C(=O)NCc3cccc(F)c3)CC2)c2ccccc2O1 (stereo not given)	13	-15%	6	3	-4.6%	0.4	1	-12	8
Cc1cc(NC(=O)c2cccc(Cl)c2)n[nH]1	13	·	12	2	0.3%	0.0	2	4	·
Cc1ccc(NS(=O)(=O)c2ccc3c(c2)NC(=O)CCS3)c(Br)c1	-1&-2	-23%&4%	-6&-8	-5&-4	1.5%&1.0%	0.0&0.4	15&11	-2&-4	7
CCCN1CCC(=O)N([C@H](CSc2ccccc2)CC(C)C)CC1	-11	-12%	8	1	0.6%	-0.3	0	-3	·
CCC(CC)NC(=O)Cc1ccccc1[N+](=O)[O-]	-3	-11%	4	-1	3.0%	0.0	0	5	4
Cc1cc(N)c2cc(NC(=O)/C=C/c3ccccc3Cl)ccc2n1	-15	6%	0	2	2.0%	-0.2	3	1	-5

The listing, previewed entries included:
mol	D2 PAM	Anesthetic bind	D1 antagonist	D1 potentiator	RXFP1 ag	TRHR agonist	D1 ag	TRHR enhancer	RXFP1 antag
O=C(CN1CCN(S(=O)(=O)/C=C/c2ccccc2)CC1)Nc1ccc(N2CCOCC2)cc1	16	-20%	8	-6	0.3%	0.1	-1	-11	-2
CCC1CN(C(=O)N2CCC(C(=O)NCc3cccc(F)c3)CC2)c2ccccc2O1 (stereo not given)	13	-15%	6	3	-4.6%	0.4	1	-12	8
Cc1cc(NC(=O)c2cccc(Cl)c2)n[nH]1	13	·	12	2	0.3%	0.0	2	4	·
Cc1ccc(NS(=O)(=O)c2ccc3c(c2)NC(=O)CCS3)c(Br)c1	-1&-2	-23%&4%	-6&-8	-5&-4	1.5%&1.0%	0.0&0.4	15&11	-2&-4	7
CCCN1CCC(=O)N([C@H](CSc2ccccc2)CC(C)C)CC1	-11	-12%	8	1	0.6%	-0.3	0	-3	·
CCC(CC)NC(=O)Cc1ccccc1[N+](=O)[O-]	-3	-11%	4	-1	3.0%	0.0	0	5	4
Cc1cc(N)c2cc(NC(=O)/C=C/c3ccccc3Cl)ccc2n1	-15	6%	0	2	2.0%	-0.2	3	1	-5
O=C(CCCn1nnnc1CN1CCOCC1)N1CCC(c2ccc(F)cc2)C1 (stereo not given)	-3	-4%	-11	-2	5.0%	-0.1	0	0	-15
CC(/C=C/c1ccc2c(c1)OCO2)=N/NC(=O)c1cccnc1	-2	0%	-3	9	-0.2%	0.0	0	3	-22
Cc1ccc(N2CN(CCC3=CCCCC3)CNC2=S)cc1	0	-10%	0	4	-0.8%	-0.5	1	0	1
Cc1ccc(Oc2ncc(-c3ccc(Cl)cc3)cn2)cc1	16	-8%	16	4	0.5%	1.2	1	-2	4
Cc1ccc(N(CC(=O)NCc2ccccc2)C(=O)CCC(=O)Nc2nccs2)cc1	-4	69%[activator]	-16	-5	-5.4%	0.3	0	-1	-4

Reprinted at random: 2 entries already listed, in no set order.
mol	D2 PAM	Anesthetic bind	D1 antagonist	D1 potentiator	RXFP1 ag	TRHR agonist	D1 ag	TRHR enhancer	RXFP1 antag
Cc1ccc(N(CC(=O)NCc2ccccc2)C(=O)CCC(=O)Nc2nccs2)cc1	-4	69%[activator]	-16	-5	-5.4%	0.3	0	-1	-4
CCC1CN(C(=O)N2CCC(C(=O)NCc3cccc(F)c3)CC2)c2ccccc2O1 (stereo not given)	13	-15%	6	3	-4.6%	0.4	1	-12	8

Later entries:
mol	D2 PAM	Anesthetic bind	D1 antagonist	D1 potentiator	RXFP1 ag	TRHR agonist	D1 ag	TRHR enhancer	RXFP1 antag
CC(C)(C)c1ccc(C(=O)NCc2ccc(Cl)cc2)cc1	7	-7%	5	1	-2.5%	-2.1	3	-5	-6
Cc1cc(C)c2c3c(sc2n1)C(=O)N(Cc1ccccc1)CC(=O)N3	-2	-10%	7	-1	5.5%	-0.6	0	-7	0
Fc1ccc(Cn2nnnc2C(c2cccs2)N2CCN(C3CCCCC3)CC2)cc1 (stereo not given)	-26	-6%	16	3	0.4%	3.3	26	0	-4
Cc1ccccc1C(=O)NC1CCN(Cc2nnnn2Cc2ccccc2)CC1	-4	8%	1	-2	0.2%	-0.3	1	-12	-5
COC(=O)c1sc2ncn(-n3c(C)ccc3C)c(=O)c2c1C	·	-9%	2	11	0.6%	0.4	1	6	-9
C/C(=N\NC(=O)c1ccc(N/N=C(\C)c2ccncc2)cc1)c1ccncc1	2	-17%	-21	-6	-3.5%	0.0	2	1	1
O=C(O)CNC(=O)/C=C/c1c(Cl)cccc1Cl	12	-1%	0	-6	1.9%	-0.1	4	0	4
COc1ccc(-n2c(=S)[nH]c3cc(C(=O)NCCCN4CCCC4=O)ccc3c2=O)cc1OC	14	0%	10	-5	0.7%	0.9	0	11	-1
CC(=O)C(Sc1nccc(-c2cccs2)n1)C(C)=O	3	-11%	3	-2	6.1%	-1.3	2	3	-18
Cc1cccc(NNC(=O)c2c(F)cccc2Cl)c1	5	2%	-6	1	-1.3%	-0.8	0	3	-6
Cc1ccc2ccc(S(=O)(=O)n3nc(C)cc3C)cc2c1	2	-15%	-8	-2	0.8%	1.0	14	22	1
O=C(O)CCC(=O)NNC(=O)c1ccc([N+](=O)[O-])cc1	-5	2%	-9	2	0.0%	-0.2	2	-1	2

Later entries.
mol	D2 PAM	Anesthetic bind	D1 antagonist	D1 potentiator	RXFP1 ag	TRHR agonist	D1 ag	TRHR enhancer	RXFP1 antag
COc1ccc(NC(=O)Cn2nc(C(=O)O)c3ccccc3c2=O)cc1Cl	1	-10%	-7	-8	0.1%	-1.7	4	18	-3
CNC(=S)NC1CC2CCC(C1)N2Cc1ccccc1 (stereo not given)	-26	-5%	-4	-10	0.7%	0.6	1	-2	2
CCn1c(=O)c2sccc2n2c(CCCC(=O)NCc3cccnc3)nnc12	7	-7%	53	7	18µM*	0.1	1	-3	-7
CC(C)CNC(=O)CSc1n[nH]c(=O)n1CCc1ccccc1	13	11%	1	-4	-1.4%	-1.1	6	0	-8
Cc1ccc(CNC(=O)CNS(=O)(=O)c2cccs2)cc1	8	-10%	6	-2	2.2%	0.9	1	4	·
COCCOc1ccc(C(F)(F)F)cc1NC(=O)COC(=O)Cc1c[nH]c2ccccc12	9	·	-1	-10	0.5%	0.5	1	-15	6
CSc1nsc(SCC(=O)Nc2ccc(C(N)=O)cc2)n1	·	-6%	-3	-2	6.9%	-0.2	0	-6	6
CC(C)OCCCNC(=O)CN1C(=O)CSc2ccc(S(=O)(=O)N3CCCCC3)cc21	23&-11	-6%&-8%	4&7	-7&2	-2.1%&1.0%	-0.6&-0.6	-1&-2	1&-2	5
CC(C)CC(=O)Nc1nnc(CCc2ccccc2)s1	10	-11%	25	0	0.4%	-0.8	2	0	-6
O=C(CCCCn1c(=O)c2ccccc2n(Cc2ccccc2F)c1=O)NC1CCN(Cc2ccccc2)CC1	-26	-6%	8	0	1.5%	-0.8	1	0	-14
CCOC(=O)c1ccc(NC(=O)c2nc[nH]c2C(=O)N2CCN(C(=O)OC(C)(C)C)CC2)cc1	-1	3%	14	-3	-0.7%	0.0	3	-27	·
O=C(NCCCC(=O)N1CCOCC1)c1cccnc1	4	-3%	3	5	0.8%	2.2	3	-1	4

The list continues:
mol	D2 PAM	Anesthetic bind	D1 antagonist	D1 potentiator	RXFP1 ag	TRHR agonist	D1 ag	TRHR enhancer	RXFP1 antag
Cc1cc(OCC(=O)NCCc2c[nH]c3ccccc23)c2c(C)c(C)c(=O)oc2c1	5	-20%	-2	1	1.3%	-0.5	-1	-8	·
CN1CCC(N(C)S(=O)(=O)c2ccc(NC(=O)COc3ccc(Br)cc3Cl)cc2)CC1	-11	·	-44*	-16	0.0%	3.8	31*	-6	-3
CC(=O)N1c2ccc(S(=O)(=O)NCCc3cccc(C)c3)cc2CC1C (stereo not given)	-11	?	-15	-1	0.5%	-0.6	9	-4	7
CCOc1ccc(C(=O)Nc2ccc(CN3CCOCC3)cc2)cc1Cl	-6	-19%	-14	1	-1.3%	3.5	9	-4	-6
Cc1ccc(OCC(=O)Nc2ccc3c(c2)nc(CCN2CCCCC2)n3C)cc1	15	?	3	-14	1.0%	-0.7	1	7	4
CCS(=O)(=O)C1=NSC2=NC(=O)/C(=C\c3ccc(OC(=O)c4ccco4)cc3)C(=N)N21	·	4%	6	-3	0.6%	-0.7	1	-5	-39
Cc1ccc(C(=O)CN(C(=O)c2ccc(Cl)c(Cl)c2)N2C(=O)C3CCCCC3C2=O)cc1 (stereo not given)	0	-13%	0	-3	-0.4%	0.1	1	-3	-9
CCOC(=O)CNc1nc(Cl)nc(Nc2ccccc2)n1	-5	-2%	-12	-9	-1.8%	-0.6	9	0	-36

The list is partial; count on the stated rates, not on these rows.
